Screens deposited in PubChem BioAssay by Dana-Farber Cancer Institute and Novartis Institutes for BioMedical Research (Cambridge, Mass).
USP28 inh = inhibitors of human USP28 deubiquitinase; purified USP28, Ub-rhodamine cleavage fluorescence, 30 min; Ubiquitin carboxyl-terminal hydrolase 28 (Homo sapiens), Q96RU2; AID 1645857, 2021; inhibition, % at 25 µM; 47,000 compounds, 3% hits
USP10 inh = inhibitors of human USP10 deubiquitinase; Ubiquitin carboxyl-terminal hydrolase 10 (Homo sapiens), Q14694; purified USP10, Ub-rhodamine fluorescence, 60 min; inhibition, % at 20 µM; 47,000 compounds, 1.1% hits
USP7 block = inhibitors of human USP7 deubiquitinase; 47,000 compounds, 0.3% hits; Ubiquitin carboxyl-terminal hydrolase 7 (Homo sapiens), Q93009; inhibition, % at 20 µM; purified USP7, Ub-rhodamine cleavage fluorescence
OTUD3 block = inhibitors of human OTUD3 deubiquitinase; inhibition, % at 25 µM; OTU domain-containing protein 3 (Homo sapiens), Q5T2D3; 47,000 compounds, 0.7% hits; AID 1645858, 2021; purified OTUD3, Ub-rhodamine fluorescence, 2 h
UCHL1 inh = inhibitors of human UCHL1 deubiquitinase | Ubiquitin carboxyl-terminal hydrolase isozyme L1 (Homo sapiens), P09936 | 47,000 compounds, 0.2% hits | AID 1645859, 2021 | inhibition, % at 20 µM | purified UCHL1, Ub-rhodamine cleavage fluorescence
Target sequence (P09936 whole entry, looked up): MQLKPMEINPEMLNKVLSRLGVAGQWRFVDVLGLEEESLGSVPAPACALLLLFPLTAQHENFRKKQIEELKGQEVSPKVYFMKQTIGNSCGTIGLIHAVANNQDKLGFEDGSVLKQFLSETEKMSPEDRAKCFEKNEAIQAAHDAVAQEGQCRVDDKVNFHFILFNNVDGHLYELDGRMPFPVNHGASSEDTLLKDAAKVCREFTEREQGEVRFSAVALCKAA
USP8 inh = inhibitors of human USP8 deubiquitinase. purified USP8, Ub-rhodamine cleavage fluorescence, 30 min. inhibition, % at 20 µM. 47,000 compounds, 4.2% hits. AID 1645853, 2021
USP17 inh = inhibitors of human USP17 deubiquitinase | Ubiquitin carboxyl-terminal hydrolase 17-like protein 5 (Homo sapiens), A8MUK1 | purified USP17, Ub-rhodamine cleavage fluorescence, 3 h | inhibition, % at 50 µM | 47,000 compounds, 6.5% hits
USP30 block = inhibitors of human USP30 deubiquitinase; purified USP30, Ub-rhodamine cleavage fluorescence; AID 1645860, 2021; Ubiquitin carboxyl-terminal hydrolase 30 (Homo sapiens), Q70CQ3; inhibition, % at 25 µM; 47,000 compounds, 5.3% hits
Target sequence (Q70CQ3 whole entry, looked up): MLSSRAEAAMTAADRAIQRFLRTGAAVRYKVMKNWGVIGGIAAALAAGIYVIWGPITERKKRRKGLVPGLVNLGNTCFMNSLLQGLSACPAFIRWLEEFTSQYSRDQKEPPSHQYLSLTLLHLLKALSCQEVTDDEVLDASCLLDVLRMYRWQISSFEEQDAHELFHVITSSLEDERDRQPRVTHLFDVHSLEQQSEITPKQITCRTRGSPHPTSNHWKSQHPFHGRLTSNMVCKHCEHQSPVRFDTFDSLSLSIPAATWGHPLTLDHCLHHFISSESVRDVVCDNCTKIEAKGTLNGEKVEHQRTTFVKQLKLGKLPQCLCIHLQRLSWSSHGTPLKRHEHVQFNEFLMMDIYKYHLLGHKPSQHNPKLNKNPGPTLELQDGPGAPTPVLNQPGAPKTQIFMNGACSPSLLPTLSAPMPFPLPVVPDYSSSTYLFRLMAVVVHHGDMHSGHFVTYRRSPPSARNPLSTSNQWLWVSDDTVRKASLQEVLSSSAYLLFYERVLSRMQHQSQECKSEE
* = called active by the depositor; i = inactive; x = no result given. Rule as the data show it: active = inhibition above about 30%; inactive = the rest.

USP28 inh	USP10 inh	USP7 block	OTUD3 block	UCHL1 inh	USP8 inh	USP17 inh	USP30 block	smiles
-14	-4	-7	-5	-7	-18	-11	-1	CC(C)CCNC(=O)C1CCCN1c1nnc(N2CCCCC2=O)s1 (stereo not drawn)
4	-1	0	2	1	-2	-1	-2	COc1c(C)c(OCC=C(C)C)cc(CO)c1CO
-19	-2	10	-11	0	-11	-1	-21	CNC(=O)c1cnn2c(C3CCCN(c4cc(C)ncn4)C3)ccnc12 (stereo not drawn)
4	0	5	4	1	-11	-17	2	O=C([C@H]1CCCO1)N1C[C@H](OCc2cccnc2)[C@H]2COC[C@H]21
1	-1	0	-5	1	-45	-17	-11	O=C1NCC2(CCC(C(=O)NCC3CC3)CC2)Oc2ccc(Cl)cc21 (stereo not drawn)
15	-1	2	18	0	-1	11	12	Cc1cc(N2CCN(C(=O)CCc3ccccc3)CC2)nc2nncn12
0	0	1	4	6	17	1	11	COc1ccc(-c2noc(CN3CCN(C(=O)c4cccc(Cl)c4Cl)CC3)n2)cc1
-233	-12	-162	-196	-161	-156	-133	i	CN(C)C=Nc1nnc(/C(C#N)=C/c2ccc(Cl)cc2Cl)s1
8	0	-8	9	2	4	4	13	O=C(c1ccccc1)N1CCN(C(=O)c2cc3ccccc3[nH]2)CC1
-14	4	6	-3	4	-2	-9	-26	COc1cc(C(=O)NCCSc2c(-c3ccc(F)cc3)[nH]c3ccccc23)cc(OC)c1OC
7	1	9	11	3	2	9	6	O=C(NCc1noc(-c2ccc(F)cc2)n1)c1coc(C2CC2)n1
11	4	-43	0	0	0	-3	-2	O=C(COC(=O)c1n[nH]c2ccccc12)c1ccc(F)c(F)c1
3	2	4	2	2	0	5	7	COc1ccccc1NC(=O)CCc1c(C)nc2c(c1C)c(=O)n(C)c(=O)n2C
-29	-2	-3	-14	-10	-12	-19	-118	CNc1nc(C2CCNCC2)nc2c1CCN(S(=O)(=O)c1ccccc1Cl)C2
-7	0	0	-1	0	-86	-20	-10	COc1cccc(CC(=O)N2CC[C@H]3[C@H]2CCN3c2ncccn2)c1
-6	15	5	-1	-1	8	0	9	O=C(COc1ccccc1-c1nnc(-c2ccccc2)o1)Nc1cc(F)ccc1F
0	0	6	5	1	-24	10	15	CCOC(=O)c1cc(-c2ccccc2)sc1NC(=O)c1ccc2c(c1)OCCO2
-12	2	-151	2	-4	-3	3	2	COc1cccc(NC(=O)C2C3C=CC4(O3)C2C(=O)N(C2CCCCCC2)C4C(=O)NC2CCCCC2)c1 (stereo not drawn)
93*	-2	2	-2	0	4	5	4	CCS(=O)(=O)N1CCc2cc(C(=O)Nc3ccc4c(c3)OCCO4)ccc21
x	1	-2	0	-1	-1	-7	x	CCN(C(=O)c1cccc(-c2noc(C)n2)c1)c1ccccc1
4	0	1	12	2	0	3	20	CN1[C@H]2CCN(CC3CC3)CC[C@@H]2Oc2ccccc2S1(=O)=O
42*	4	6	4	6	0	10	19	Cc1c(C(=O)NCCCN2CCOCC2)oc2ccc3c(c12)C(=O)CC(C)(c1ccc(Cl)cc1)O3 (stereo not drawn)
0	0	-8	0	0	18	8	-39	Cc1cc2cc(CNC(=O)Cc3ccc(F)cc3)ccc2[nH]1
4	3	-14	1	6	1	-3	15	O=C(CC(c1ccccc1)c1ccccc1)NCc1ccc(Cl)cc1
6	2	2	13	1	-6	13	20	CSCC[C@H](NC(=O)[C@H](Cc1ccccc1)n1c(=O)[nH]c2ccccc2c1=O)C(=O)N1CCC[C@H]1C(=O)O
-7	4	0	-3	-2	-8	-9	0	CN(C)CC(=O)N1CCC2(CC1)C(=O)N(c1cccnc1)c1ccccc12
-6	5	-13	-3	2	-3	-6	-3	O=C(CC(C(=O)Nc1ccccc1)C(=O)c1ccccc1)NCCc1ccc(F)cc1 (stereo not drawn)
-24	-6	-1	-28	-4	-1	-23	-53	O=c1[nH]c(CN2CCCC2c2ccc3c(c2)OCCCO3)nc2ccccc12 (stereo not drawn)
14	4	-5	13	2	24	17	31*	CC(C)Nc1nc(-c2ccccc2)nnc1-c1ccccc1
-2	1	-1	2	-2	9	-2	6	CC(Oc1ccccc1)c1nnc(SCC(=O)c2ccccc2)n1C (stereo not drawn)
-33	-12	1	-45	-2	-11	-20	-175	CCOc1nc2cccnc2n(CC(=O)Nc2ccccc2CC)c1=O
-7	0	-5	-8	-2	2	-1	-6	Cc1nnc(-c2nnc(N3CCC(C)CC3)c3ccccc23)o1
15	0	1	10	0	15	18	24	COCCn1c(=O)[nH]c2cc(C(=O)NCCCN3CCCC3=O)ccc2c1=O
-8	1	4	7	1	-2	3	18	O=C(NCc1cc(F)cc(F)c1)c1csc(C(=O)NC2CC2)n1
0	2	-3	-1	-1	-269	-51	-13	Nc1c(-c2ccncc2)nsc1C(=O)NCc1ccccc1F
-24	-6	13	-13	-4	76*	8	-36	Cc1ccccc1-c1noc(-c2cccn(CC(=O)Nc3ccccc3F)c2=O)n1
-10	-10	-4	-9	-3	-11	x	-5	CCN1CCN(c2nc(Nc3ccc(C)cc3)c3nccnc3n2)CC1
-10	-3	-2	-10	-2	1	-2	-44	Cc1ccc2c(=O)c(C(=O)N3CCC(C)CC3)c[nH]c2n1
19	1	1	0	2	2	11	5	COCCCNC(=O)c1ccc(N2CCOc3ccc(Cl)cc32)s1
-8	1	0	1	0	0	0	5	CC(=O)c1cccc(NC(=O)C2(n3cnnn3)CCCCC2)c1
-4	2	2	0	-2	3	8	10	Cc1nc(Nc2ncccn2)cc(C2CCCN2C(=O)C2CCOCC2)n1 (stereo not drawn)
-16	2	-6	-6	0	1	-15	-6	COc1ccc(N(CC(=O)NCc2ccco2)S(=O)(=O)c2ccc(OC)c(OC)c2)cc1
-10	-2	30*	-14	-2	0	-18	-35	O=C1NC[C@@H](CCC(=O)N2CCCC2)N2C[C@@H](NCc3ccccc3)C[C@@H]12
x	3	0	1	5	5	6	x	CCOC(=O)C1CCN(c2nc(CC)nc3c2oc2ccccc23)CC1
12	-2	5	14	2	23	17	15	COCCNC(=O)C1(C)CCC(=O)N1Cc1ccc2c(c1)OCO2 (stereo not drawn)
9	26	10	14	5	27	17	11	COc1ccc(NC(=O)CSc2nnc(-c3cc4ccccc4n3C)o2)cc1
1	5	-41	-3	4	-2	-4	-23	O=C(NCc1ccc(Cl)cc1)C1CCN(c2ncccc2-n2cccc2)CC1
5	-1	0	-1	2	-4	-2	1	CC(=O)N1c2ccc(S(=O)(=O)N3CCC(C(=O)N4CCc5ccccc5C4)CC3)cc2CC1C (stereo not drawn)
-6	0	-2	-1	-2	-1	1	0	CN1C(=O)c2cc(C(=O)N3CCCCC3)nn2CC1(C)C(=O)NC1CCCC1 (stereo not drawn)
-19	-1	-2	-5	-2	-336	-50	-22	COc1cc(N2CC[C@H]3[C@H]2CCN3C(=O)c2cnn(C)c2)ncn1
-11	0	0	-8	-2	-4	-5	-4	COc1ccc(CCNC(=O)C2CCCN(c3nc4ccsc4c(=O)s3)C2)cc1OC (stereo not drawn)
-6	-11	-152	-5	-162	-334	57*	-104	C[C@@]12c3ccc4c(c3C(=O)c3occ(c31)C(O)C[C@H]2O)CCC4=O (stereo partly drawn)
11	2	2	4	-1	15	5	5	Cn1c(=O)c2c(ncn2CC(=O)OCC(=O)Nc2cccc(Cl)c2)n(C)c1=O
-11	-2	-1	-4	-48	-6	-4	-15	CC1(C(N)=O)CN(Cc2ccnc(N3CCCC3)n2)CCO1 (stereo not drawn)
18	0	-5	17	2	24	-6	-7	CC(OC(=O)c1cccc(S(=O)(=O)N2CCCCC2)c1)C(=O)NC1CCCC1 (stereo not drawn)
-9	-3	-10	-9	-2	4	-2	-9	Cc1c(C(=O)N2CCCCCC2c2ccncc2)cnn1C(C)(C)C (stereo not drawn)
14	2	2	10	2	6	7	18	COc1ccc2cc(CN(Cc3cccnc3)C(=O)NCc3ccccc3)c(=O)[nH]c2c1
6	9	14	13	6	10	0	3	COc1ccccc1N(Cc1ccccc1)S(=O)(=O)c1cccc(C(=O)Nc2cccc(C(F)(F)F)c2)c1
10	2	0	6	0	2	0	12	Cc1nnc(NC(=O)C2CCN(C(=O)c3cccc(F)c3)CC2)s1
10	5	-30	7	5	13	8	16	COc1ccc(Cl)cc1NC(=O)NC1CC(=O)N(c2cccc(F)c2)C1 (stereo not drawn)

Following part
USP28 inh	USP10 inh	USP7 block	OTUD3 block	UCHL1 inh	USP8 inh	USP17 inh	USP30 block	smiles
2	-2	4	7	-1	18	14	16	CSc1nc2ncc3c(=O)n(Cc4cccnc4)ccc3n2n1
-6	-3	0	0	-1	-73	-13	-18	Cc1noc(C)c1C(=O)N1Cc2ccccc2CC2(CCCCN2C)C1 (stereo not drawn)
-9	-1	0	-1	-1	-245	-38	-11	Cc1ccoc1C(=O)N1C[C@H](OCc2cccnc2)[C@H]2OCCC[C@H]21
-1	0	4	2	0	3	-2	9	Cc1oc(C2CCN(C(=O)Nc3ccccc3)CC2)nc1C(=O)N1CCCC1
-7	0	-3	-7	-3	-55	-12	-7	CC(=O)Nc1nc2c(C)cc(NS(=O)(=O)c3ccccc3F)cc2s1
24	3	4	16	3	2	-5	24	O=C(Nc1ccccc1)c1cc(-c2ccncc2)n[nH]1
-3	15	2	1	-1	18	8	-17	O=C(COC(=O)c1cc2ccccc2cc1O)Nc1ccc(N2CCOCC2)cc1
x	-1	1	0	-1	0	-2	x	Cc1ccnc(SCC(=O)N2CCC(c3ccncc3)CC2)n1
-5	10	-4	-7	-1	1	1	-16	O=C(CN1CCCCCC1)Nc1nc(-c2ccc3c(c2)CCN3C(=O)C2CC2)cs1
x	0	-1	0	-1	-3	-8	x	Cc1cc2ncc(S(=O)(=O)C(C)(C)C)c(N)n2n1
0	1	2	3	0	13	3	8	CC(=O)Nc1ccc(S(=O)(=O)N2CCCC2c2ccccc2)cc1 (stereo not drawn)
-13	-10	-13	-14	-13	-10	-18	-99	COc1cccc(CNC(=O)[C@H](CCSC)NC(=O)N2CCn3c2nc2ccccc23)c1
-17	2	1	-9	0	-92	-6	-27	COc1cc(C2NC(=O)c3cc([N+](=O)[O-])ccc3N2)cc(OC)c1OC (stereo not drawn)
7	1	6	4	2	1	7	21	COc1cccc(S(=O)(=O)N2CCC(n3cnnc3C3CC3)CC2)c1
-1	-5	-4	-3	-2	0	0	-34	COc1ccc(CC(=O)NCc2nnc3c(C(F)(F)F)cc(Cl)cn23)cc1
-2	19	1	-10	-2	-18	-1	-45	COc1ccc(C2(C(=O)Nc3nc(-c4ccc5c(c4)CCN5C(=O)CC(C)(C)C)c(C)s3)CCCCC2)cc1
0	-3	0	5	0	5	14	19	Cc1noc(-c2ccc3nnc(CC(=O)Nc4ccc(C)c(C)c4)n3c2)n1
9	-5	1	12	0	44*	22	0	COc1cccc2cc(C(=O)C3=C(O)C(=O)N(CCCN(C)C)C3c3ccco3)oc12 (stereo not drawn)
-185	-7	x	-143	-153	-24	-171	i	CCCCn1nc(-c2ccccc2)c2nc3ccccc3nc21
5	-7	-3	6	0	-5	-10	-6	COc1ccc2c(c1)OC1COc3cc(OC)c(OC)cc3C1C2=O (stereo not drawn)

Some of the entries so far, as labelled records.
Structure: Cc1cc2ncc(S(=O)(=O)C(C)(C)C)c(N)n2n1
  USP28 inh: x
  USP10 inh: 0
  USP7 block: -1
  OTUD3 block: 0
  UCHL1 inh: -1
  USP8 inh: -3
  USP17 inh: -8
  USP30 block: x
Structure: CC(=O)Nc1ccc(S(=O)(=O)N2CCCC2c2ccccc2)cc1 (stereo not drawn)
  USP28 inh: 0
  USP10 inh: 1
  USP7 block: 2
  OTUD3 block: 3
  UCHL1 inh: 0
  USP8 inh: 13
  USP17 inh: 3
  USP30 block: 8

No new results follow: six of the compounds above.
USP28 inh	USP10 inh	USP7 block	OTUD3 block	UCHL1 inh	USP8 inh	USP17 inh	USP30 block	smiles
-5	10	-4	-7	-1	1	1	-16	O=C(CN1CCCCCC1)Nc1nc(-c2ccc3c(c2)CCN3C(=O)C2CC2)cs1
x	0	-1	0	-1	-3	-8	x	Cc1cc2ncc(S(=O)(=O)C(C)(C)C)c(N)n2n1
0	1	2	3	0	13	3	8	CC(=O)Nc1ccc(S(=O)(=O)N2CCCC2c2ccccc2)cc1 (stereo not drawn)
-13	-10	-13	-14	-13	-10	-18	-99	COc1cccc(CNC(=O)[C@H](CCSC)NC(=O)N2CCn3c2nc2ccccc23)c1
-17	2	1	-9	0	-92	-6	-27	COc1cc(C2NC(=O)c3cc([N+](=O)[O-])ccc3N2)cc(OC)c1OC (stereo not drawn)
7	1	6	4	2	1	7	21	COc1cccc(S(=O)(=O)N2CCC(n3cnnc3C3CC3)CC2)c1

Rows were taken by chance. Share with any hit: about 14%.
